PrPC surface inh: inhibitors of human cell surface prion protein PrPC, primary screen, cell-based, TR-FRET; TR-FRET read-out; inhibition, % at 13.8 µM; 370,000 compounds, 0.43% hits; AID 720596, 2013; in the data active = inhibition above about 24%; note: 0% = median of the test wells and 100% = reference compound wells
CCHF vOTU inh: CCHFV vOTU protease inhibitors, primary screen, biochemical, Pep-AMC substrate, fluorescence | 370,000 compounds, 0.55% hits | Crimean-Congo hemorrhagic fever virus L polyprotein viral ovarian tumor (vOTU) protease … | inhibition, % at 11.5 µM; in the data active = inhibition above about 30%; note: 0% = vehicle wells with enzyme and 100% = no enzyme wells
The depositor's hits bear a star; & = joins results of further samples. Not all compounds are listed; the hit share may differ from the screen's.

The opening three entries, to show the layout:
SMILES	PrPC surface inh	CCHF vOTU inh
c1ccc(OCc2nnc(SCc3nc4ccccc4[nH]3)n2-c2ccccc2)cc1	-0.1	-1.4
COC(=O)[C@]12CCCCC=C1N(Cc1ccc(OC)cc1)C(=O)[C@@H]2CC(=O)NCCCCc1ccccc1	2.2	7.4
COC(=O)c1cc(S(=O)(=O)N2CCN(c3ccccc3Cl)CC2)cn1C	2.1	3.2

This part in full, repeating the preview:
SMILES	PrPC surface inh	CCHF vOTU inh
c1ccc(OCc2nnc(SCc3nc4ccccc4[nH]3)n2-c2ccccc2)cc1	-0.1	-1.4
COC(=O)[C@]12CCCCC=C1N(Cc1ccc(OC)cc1)C(=O)[C@@H]2CC(=O)NCCCCc1ccccc1	2.2	7.4
COC(=O)c1cc(S(=O)(=O)N2CCN(c3ccccc3Cl)CC2)cn1C	2.1	3.2
O=C(NCCc1ccccc1)OCc1cn(Cc2ccc(C(F)(F)F)cc2)nn1	5.7	5.7
COC(=O)C1CN(Cc2cn(CCC3OCCO3)nn2)CCS(=O)(=O)N1Cc1ccc(F)cc1 (stereo unspecified)	-1.4	3.5
C=CCN(CC#CC1=CCCCC1)Cc1ccc(OC)cc1OC	4.8	15.3
O=C(CCc1ccccc1)N[C@H]1[C@H](OC(=O)c2cnccn2)CCC[C@]12C(=O)N(Cc1ccccc1)c1ccccc12	-6.9	3.3
O=C(OCCN1CCN(C2CN(Cc3cn(Cc4ccc([N+](=O)[O-])cc4)nn3)S(=O)(=O)C2)CC1)c1cc2ccccc2o1 (stereo unspecified)	-5.2	2.4
CCOC(=O)N1CCN(C(=O)C[C@H]2C[C@@]3(C(=O)OC)C(=C[C@H](COCc4ccccc4)O[C@@H]3C)N(Cc3ccco3)C2=O)CC1	9.5	12.6
COC(=O)[C@H](CC(C)C)N(CCCc1cn(CC2CCCCC2)nn1)S(=O)(=O)c1ccc(F)cc1Br	11.5	19.8
O=C(CSc1nnc(-c2ccccn2)n1-c1ccccc1)Nc1ccccc1-c1ccccc1	-5.9	9.0
CC(C)(C)C(=O)NC1CCCCN(Cc2cccc(C(F)(F)F)c2)C1=O (stereo unspecified)	2.0	5.4
CCc1ccc(CCNC(=O)OC2CC3CC2[C@H]2CCCCN2[C@H]3C)cc1 (stereo partly specified)	0.1	-4.8
Cc1ccc(OCc2nnc(SCC(=O)Nc3ccc(S(N)(=O)=O)cc3)n2-c2ccc(Cl)cc2)cc1	-5.4	4.7
COc1ccc(S(=O)(=O)N2CCCCCC2)c2ccccc12	2.6	0.7
CC(C)CN1C(=O)C[C@@]2(C(=O)N(C)c3ccc(NC(=O)c4cc(F)ccc4F)cc32)C1c1ccccc1 (stereo partly specified)	11.3	9.3
CCCCCN1CCCCC(NC(=O)C(C)CCC)C1=O (stereo unspecified)	-7.9	2.2
CC(C)CN1C(=O)[C@]2(CC(=O)N(C)C2c2ccccc2)c2cc(-n3cc(CCc4ccccc4)nn3)ccc21 (stereo partly specified)	-5.7	9.7
CS(=O)(=O)N1CCC[C@]2(CC[C@H](CCC#N)O2)C1	1.5	3.6
COc1ccc(C(=O)OCCCN(C)C2CN(Cc3cn(Cc4ccccc4Cl)nn3)S(=O)(=O)C2)cc1OC (stereo unspecified)	-1.4	6.0
O=C(Nc1c(-c2ccccc2)nc2ncccn12)C1CC1	0.6	-46.1
COC(=O)C1CN(CCc2ccccc2)CCS(=O)(=O)N1Cc1cccc(Cl)c1 (stereo unspecified)	-0.8	3.8
O=C(c1ccncc1F)N1CCC(n2nnc3ncccc32)CC1	3.7	2.7
O=C(NCCN1C(=O)C2C3C=CC(C3)C2C1=O)c1cc(Cl)cc(Cl)c1 (stereo unspecified)	2.2	-7.4
CC(C)n1nnnc1C1(C)CCCCC(=O)N1Cc1cccc(C(F)(F)F)c1 (stereo unspecified)	3.5	0.6
SMILES	PrPC surface inh	CCHF vOTU inh
CC(C)CNC(=O)OCc1cn(Cc2ccccc2)nn1	-0.3	-6.6
CCCCN1CC[C@H](C)Oc2cc(Br)ccc2S1(=O)=O	7.2	17.0
COc1ccc(-c2cc(C(=O)NN=Cc3ccc(C)s3)[nH]n2)cc1	17.2	18.6
FC(F)(F)c1ccc(Cn2ccc3ccc(-c4ccc5ccn(Cc6ccccc6)c5c4)cc32)cc1	9.4	15.6
CC(COc1cccc(Cl)c1)CN1CCC(C(O)(c2ccccc2)c2ccccc2)CC1 (stereo unspecified)	-1.8	5.7
O=C(c1cc(F)ccc1F)N1CCCC(c2nc(-c3cccs3)no2)C1 (stereo unspecified)	0.8	2.4
CCOC(=O)c1cccc(-c2cc(C(C)=O)c3n(c2=O)CCC3)c1	-0.3	5.4
O=C(NCC1COCCO1)C1CCN(S(=O)(=O)c2cccc3ccccc23)CC1 (stereo unspecified)	-11.7	-1.7
CC(C)(C)OC(=O)NCc1cc(F)ccc1/C=C/S(=O)(=O)NCCc1ccccc1	11.9	12.7
CN1C2CCCC1CC(NC(=O)c1nn(C)c3ccccc13)C2 (stereo unspecified)	-11.6	0.1
C[C@@H]1COc2cc(Br)ccc2S(=O)(=O)N1Cc1cn(Cc2ccc(Cl)cc2)nn1	1.2	1.9
CCC(C)Nc1nc(C)nc2c1nnn2Cc1ccccc1 (stereo unspecified)	9.7	-3.1
CCNC(=O)OCCN1C(=O)CCC12CCC(c1ccc(Cl)cc1)CC2 (stereo unspecified)	-7.4	2.1
CN1C(=O)C(c2cn(C)c3ccccc23)(c2cn(C)c3ccccc23)c2ccccc21	-4.5	-4.5
Cc1ccccc1S(=O)(=O)N1CCC(c2nc3ccccc3o2)CC1	-0.9	-6.3
CCCC[C@H]1C2CC(OC(=O)Nc3ccc(C(F)(F)F)cc3)C(C2)[C@H]2CCCCN21 (stereo partly specified)	6.0	0.9
CC(=O)N1c2ccccc2C(=O)NCC1C(=O)NC(C)(C)C (stereo unspecified)	-3.7	-1.0
O=C(Nc1ccc(OC(F)(F)F)cc1)Nc1nc2ncccn2c1-c1ccc(C(F)(F)F)cc1	4.3	-17.1
CCOC(=O)c1cccc(NC(=O)CN(C)S(=O)(=O)c2ccc(-c3cocn3)s2)c1	5.1	13.4
C=CCN1C[C@@H](COCc2ccccc2)Oc2cccc(F)c2S1(=O)=O	-4.4	9.7
CCOC(=O)CNC(=O)CSc1nnc(-c2ccc(C(C)(C)C)cc2)n1-c1ccc(Cl)cc1	6.3	26.3
O=C1N(CCCO)CCC12CCC(c1ccccc1)CC2 (stereo unspecified)	7.0&-4.8	-5.3&-3.6
COc1ccc(/C=N\NC(=O)Cc2cccs2)c(OC)c1OC	0.1	-6.2
CCOC(=O)N1CCN(C(=O)C[C@H]2C[C@@]3(C(=O)OC)C(=C[C@H](C4CCCC4)O[C@@H]3C)N(Cc3ccco3)C2=O)CC1	-6.0	2.2
CCC(C)[C@H](NC(=O)OC(C)(C)C)C(=O)N[C@@H](Cc1ccccc1)C(=O)OC (stereo partly specified)	3.7	5.1

Compounds shown so far containing bromine:
SMILES	PrPC surface inh	CCHF vOTU inh
COC(=O)[C@H](CC(C)C)N(CCCc1cn(CC2CCCCC2)nn1)S(=O)(=O)c1ccc(F)cc1Br	11.5	19.8
CCCCN1CC[C@H](C)Oc2cc(Br)ccc2S1(=O)=O	7.2	17.0
C[C@@H]1COc2cc(Br)ccc2S(=O)(=O)N1Cc1cn(Cc2ccc(Cl)cc2)nn1	1.2	1.9

The list continues.
SMILES	PrPC surface inh	CCHF vOTU inh
O=C(CCCCCN1C(=O)C2C3C=CC(C3)C2C1=O)Nc1ccccn1 (stereo unspecified)	3.1	1.8
COC(=O)[C@]12CCCCC=C1N(Cc1ccc(OC)cc1)C(=O)[C@@H]2CC(=O)N1CCC(c2ccccc2)CC1	-7.6	10.6
Cc1ccc(-c2nc3ncccn3c2NC(=O)c2ccccc2)cc1	-7.6	-21.5
CC(c1cc(F)ccc1O)c1c[nH]c2ccccc12 (stereo unspecified)	-6.5	7.5
COc1ccc2c(c1)CCCN2C(=O)C1CCCN(S(=O)(=O)c2ccccc2)C1 (stereo unspecified)	0.2	4.1
CC(=O)Nc1ccc(NC(=O)CSc2nnc(-c3n[nH]c4c3CCC4)n2N)cc1	-0.3	-1.9
Cc1cc(OCC(C)CN2CCC(C(O)(c3ccccc3)c3ccccc3)CC2)ccc1Br (stereo unspecified)	-10.2	2.5
O=C(CSc1nc2ccccc2nc1N1CCOCC1)N1CCN(S(=O)(=O)c2cccc([N+](=O)[O-])c2)CC1	-8.0	-5.2
COc1ccc(/C=N\NC(=O)Cc2cccn2C)cc1OCc1ccccc1	6.2	8.1
O=C(C1CCCN1S(=O)(=O)c1ccccc1[N+](=O)[O-])N1CCN(c2ccccc2)CC1 (stereo unspecified)	-11.7	5.1
CN(Cc1ccccc1)C(=O)OCc1cn(Cc2ccccc2F)nn1	4.9	-15.4
CCC(NC(=O)c1ccc2c(c1)c(C)c(C)n2Cc1ccc(Cl)cc1)c1ccccc1 (stereo unspecified)	1.4	10.3
COc1cc2ncnc(Nc3ccc(F)c(Cl)c3)c2cc1OCCCN1CCOCC1	-0.1	1.9
CCCC[C@H](C(=O)N(C)c1ccccc1)[C@@H](O)c1ccc2ccccc2c1	-4.4	12.9
CCCCOCCCNC(=O)C[C@H]1C(=O)N(Cc2ccc(OC)cc2)C2=CCCC[C@@]21C(=O)OCC	7.8	7.0
O=C(NC1CCCCN(Cc2cccc(F)c2)C1=O)c1cccc(F)c1 (stereo unspecified)	-7.3	1.3
CC(C)CNC(=O)C1CSCCS(=O)(=O)N1Cc1ccc(F)cc1 (stereo unspecified)	8.7	-0.4
O=C(CNS(=O)(=O)c1ccccc1)N1CCN(c2ncccn2)CC1	1.4	-9.4
CCn1c(SCC(=O)Nc2ccccc2-c2ccccc2)nnc1-c1cnccn1	15.4	-4.4
COC(=O)[C@]12C[C@H](CC(=O)NCCCN3CCCC3=O)C(=O)N(CCC3=CCCCC3)C1=C[C@H](C(C)C)O[C@@H]2C1CC1	1.8	0.7
CCOC(=O)[C@]12CCCCC/C=C\1N(CCc1ccc(Cl)cc1)C(=O)[C@H]2CC(=O)NCC1CCCCC1	8.2	6.1
COC(=O)[C@]1(CNS(=O)(=O)c2ccc(F)cc2)CC(=O)N(C)[C@@H]1c1ccccc1	2.3	0.3
Cc1cc(-c2n[nH]c(=S)n2N=Cc2cc(Br)ccc2F)n[nH]1	5.8	7.9
CC(NCc1ccco1)C(=O)N1CCN(Cc2ccccc2F)CC1 (stereo unspecified)	-7.8	-5.3
CC(C)N1CCCCC(NC(=O)c2ccccc2)C1=O (stereo unspecified)	-8.3	5.8
SMILES	PrPC surface inh	CCHF vOTU inh
CCn1c(SCC(=O)Nc2ccc(C(N)=O)cc2)nc2sc(C)c(C)c2c1=O	0.0	23.5
O=C(NCC1COc2ccccc2O1)c1ccc(NC(=O)c2c(Cl)cccc2Cl)cc1 (stereo unspecified)	-1.9	0.4
Cc1ccc(C)c(NC(=O)CN2C(=O)CCSc3ccccc32)c1	-3.4	-5.7
CN(C)c1cccc(/C=C2\CC3(OC(=O)C4CCCC4)CCCN2C3)c1 (stereo unspecified)	-0.3	8.0
COC(=O)[C@]12C[C@H](CC(=O)NCCc3ccccc3OC)C(=O)N(Cc3ccco3)C1=C[C@H](C(C)C)O[C@@H]2C1CC1	-0.9	8.8
CCOC(=O)[C@]12CCCCC/C=C\1N(Cc1ccc(OC)cc1)C(=O)[C@H]2CC(=O)NCc1cccc(C(F)(F)F)c1	2.2	21.4
C=CCn1c(SCC(N)=O)nnc1-c1ccc(C)cc1	-4.5	3.9
COC(=O)[C@]1(C#N)CC(=O)N(C(C)C)[C@@H]1c1ccccc1	4.5	2.6
O=C(Nc1cccc(Cl)c1)OC1CC2CC1[C@H]1CCCCN1[C@H]2Cc1ccccc1 (stereo partly specified)	-0.7	5.9
Nc1c(C(=O)N2CCOCC2)cnn1Cc1ccccc1	0.7	-5.9
C=CCN1C(=O)[C@@H](CC(=O)N2CCN(C(=O)c3ccco3)CC2)[C@]2(C(=O)OCC)CCCCC/C=C/12	-1.5	-6.2
O=C(OC12CCCN(C1)/C(=C/c1cccnc1)C2)C1CCCC1 (stereo unspecified)	5.8	-1.6
CCOc1ccc(-n2c(COc3ccc(C)cc3)nnc2SCC(=O)Nc2ccc(F)c(F)c2)cc1	-2.7	17.1
O=C(Nc1ccc(Br)cc1)OCCCN1CCC2(CCCCC2)C1=O	7.9	6.5
Cc1ccccc1C(=O)n1ccc2ccc(-c3ccc4ccn(Cc5ccccc5)c4c3)cc21	-1.1	-10.6
O=C1N(Cc2ccccc2)c2ccccc2C12CCCc1oc(CCc3ccccc3)nc12 (stereo unspecified)	12.4	-1.1
CCC(C)N(C(=O)CSc1nnc(-c2cccnc2)n1C1CCCCC1)C(C)CC (stereo unspecified)	-1.6	-1.8
C=CCN1C(=O)[C@H](CC(=O)NCCCN2CCCC2=O)[C@@]2(C(=O)OCC)CCCC=C12	-2.3	-8.3
C[C@H](O)[C@@H]1CN2CCc3ccc(N4CCOCC4)cc3[C@@H]2C[C@@H]1N(C)C(=O)c1ccco1	-0.2	-0.8
COc1cccc(NC(=O)C2CCCN2C(=O)Nc2cccc3c2OCO3)c1 (stereo unspecified)	13.9	8.1
COCCCNC(=O)C[C@H]1C[C@@]2(C(=O)OC)C(=C[C@H](COCc3ccccc3)O[C@@H]2C)N(Cc2ccccc2)C1=O	6.0	4.5
COc1ccc(CCNC(=O)CSc2nc3c([nH]2)c(=O)n(C)c(=O)n3C)cc1	-3.8	-1.8
Brc1ccc(-c2nn3c(-c4ccccc4)nnc3s2)cc1	1.2	-3.4
CC(C)(C)C(=O)OC12CCCN(C1)/C(=C/c1cccc(Cl)c1)C2 (stereo unspecified)	4.7	9.6
O=S1(=O)c2ccc(N3CCN(Cc4ccccc4F)CC3)cc2Oc2ccccc2CN1Cc1cn(Cc2ccc(F)cc2)nn1	7.1	-0.2
O=C(CSc1nnc(-c2cccs2)o1)Nc1cc(Cl)cc(Cl)c1	-1.1	11.0

Given field by field: entries from further up
mol: O=C(c1ccncc1F)N1CCC(n2nnc3ncccc32)CC1
  PrPC surface inh = 3.7
  CCHF vOTU inh = 2.7
mol: O=C(NCCN1C(=O)C2C3C=CC(C3)C2C1=O)c1cc(Cl)cc(Cl)c1 (stereo unspecified)
  PrPC surface inh = 2.2
  CCHF vOTU inh = -7.4
